Assay outcomes from PubChem BioAssay.
Anesthetic bind = candidate novel general anesthetic via apoferritin binding; P02791; apoferritin/1-aminoanthracene competitive binding, fluorescence; Potency, µM (series often up to 77.5 µM), inactives show at the top dose activity change, negative = displacement, actives largely listed as inhibitors; 0.074% of 350,000 active; AID 485281; also: potency is read from the fitted curve at half-maximal effect; % is scaled to controls: 0 for no effect and ±100 for the full control effect; nearly all actives have a fitted effect of over 20% in size
Target sequence (P02791 2-175 limits assumed): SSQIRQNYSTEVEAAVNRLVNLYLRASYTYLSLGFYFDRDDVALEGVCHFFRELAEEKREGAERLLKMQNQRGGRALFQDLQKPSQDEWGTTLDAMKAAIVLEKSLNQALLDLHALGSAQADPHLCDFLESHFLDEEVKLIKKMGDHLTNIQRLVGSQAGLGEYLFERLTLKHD
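Probe: 1-aminoanthracene (50% saturated, PBS). Protein: horse-spleen apoferritin, 10 uM. Incubation: 10 min, room temperature. Detection: 380 nm excitation, 535 nm emission. Analysis: normalized response, four-parameter Hill.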
APEX1 inh = blocks human APE1 abasic DNA cleavage; P27695; recombinant APE1, TAMRA/BHQ-2 abasic DNA cleavage fluorescence; Potency, µM (series often up to 65.8 µM), for the others: at the top dose activity change, negative = inhibition, most hits filed as inhibitors; 0.35% of 350,000 active; AID 2517;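 also: potency is read from the fitted curve at half-maximal effect; plate controls were vehicle for no effect and reference inhibitor for full effect; nearly all actives have a fitted effect of over 55% in size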
Target sequence (P27695 whole entry, looked up): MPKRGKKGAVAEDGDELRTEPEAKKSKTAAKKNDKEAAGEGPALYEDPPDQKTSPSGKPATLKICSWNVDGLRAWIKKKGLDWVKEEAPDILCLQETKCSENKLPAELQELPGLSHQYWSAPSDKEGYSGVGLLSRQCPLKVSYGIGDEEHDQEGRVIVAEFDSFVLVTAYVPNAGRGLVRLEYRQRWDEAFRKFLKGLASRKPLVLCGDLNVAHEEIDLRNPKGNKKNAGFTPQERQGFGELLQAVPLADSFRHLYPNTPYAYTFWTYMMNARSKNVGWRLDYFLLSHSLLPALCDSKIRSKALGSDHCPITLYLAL
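Endonuclease cleavage of a quenched abasic-site DNA duplex (50 nM) by APE1 (0.75 nM) was tracked by TAMRA dequenching. Compounds were preincubated with enzyme 15 min at room temperature; data normalized to buffer-only and DMSO wells plus NSC13755 control.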
PGK inhibitor = blocks T. brucei phosphoglycerate kinase; P07378; PGK/GAPDH coupled, Kinase-Glo luminescence, 60 min; Potency, µM (doses to about 57.5 µM), without a hit: top-dose activity change, negative = inhibition, actives largely listed as inhibitors; 0.043% of 380,000 active; also: potency is read from the fitted curve at half-maximal effect; % is scaled to controls: 0 for no effect and ±100 for the full control effect; nearly all actives have a fitted effect of over 60% in size
Target sequence (P07378 whole entry, looked up): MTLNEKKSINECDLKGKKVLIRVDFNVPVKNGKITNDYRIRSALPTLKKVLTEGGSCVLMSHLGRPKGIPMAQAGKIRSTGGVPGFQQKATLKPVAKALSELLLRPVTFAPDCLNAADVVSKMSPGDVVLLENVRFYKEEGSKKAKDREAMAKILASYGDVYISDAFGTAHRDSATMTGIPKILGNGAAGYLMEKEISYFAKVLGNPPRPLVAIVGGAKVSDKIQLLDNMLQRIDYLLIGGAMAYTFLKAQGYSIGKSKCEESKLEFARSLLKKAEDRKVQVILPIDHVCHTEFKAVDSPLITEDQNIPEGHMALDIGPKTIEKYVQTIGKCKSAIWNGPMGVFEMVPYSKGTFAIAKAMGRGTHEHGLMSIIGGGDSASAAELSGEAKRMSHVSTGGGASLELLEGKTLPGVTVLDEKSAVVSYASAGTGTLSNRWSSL
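Recombinant glycosomal PGK reaction used 1,3-bisphosphoglycerate generated in-well by GAPDH (100nM final) in 100mM TEA pH 7.6, 5mM MgCl2, 0.01% Tween-20. After 60 minutes at room temperature, ATP was read by Kinase-Glo Plus luminescence end-point.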
Pol beta inh = DNA polymerase beta (human) inhibition; P06746; Pol beta primer extension/strand displacement, fluorescence kinetic; Potency, µM (titrated, usually from 114 µM), inactives show at the highest dose activity change, negative = inhibition, actives largely listed as inhibitors; 1.3% of 340,000 active; AID 485314; also: potency is read from the fitted curve at half-maximal effect; % is scaled to controls: 0 for no effect and ±100 for the full control effect
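Values derive from four-parameter Hill fits of normalized kinetic data: reads at 0 and 10 min following addition of 50 nM substrate to 10 nM Pol beta preincubated 15 min with compound.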
BLM helicase inh = inhibitors of human Bloom syndrome helicase BLM; P54132; recombinant BLM DNA unwinding, fluorescence dequenching; Potency, µM (titrated, usually from 56.1 µM), without a hit: at the highest dose activity change, negative = inhibition, hits mostly inhibitors; 0.2% of 350,000 active; AID 2528;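 also: potency is read from the fitted curve at half-maximal effect; plate controls were vehicle for no effect and no enzyme for full effect; nearly all actives have a fitted effect of over 35% in size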
POLK inh = blocks human DNA polymerase kappa activity; Q9UBT6; purified Pol kappa, fluorescent DNA synthesis assay, 10 min; Potency, µM (doses to about 107 µM), for the others: top-dose activity, negative = inhibition, hits mostly inhibitors; 0.53% of 400,000 active; also: potency is read from the fitted curve at half-maximal effect; % is scaled to controls: 0 for no effect and ±100 for the full control effect
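Enzyme at 10 nM met test compounds for 15 min at room temperature. Substrate addition (50 nM final) began the reaction, which was monitored by fluorescence at 0 and 10 min.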
RXFP1 antag = antagonists of human relaxin receptor RXFP1; Q9HBX9; HEK293-RXFP1, relaxin-stimulated cAMP HTRF, 30 min; active compounds read low; activity change, negative = inhibition, % at 57.5 µM; AID 1259400; 0.59% of 350,000 active;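 active = activity change of -60% or lower, but not beyond a set lower limit; inconclusive = change between -60% and -40%, or beyond the set limit; inactive = change above -40%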; also: % is scaled to controls: 0 for no effect and ±100 for the full control effect
POLH inh = blocks human DNA polymerase eta activity; Q9Y253; Potency, µM (doses to about 114 µM), for inactives: top-dose activity change, negative = inhibition, most hits filed as inhibitors; recombinant Pol eta, fluorescent DNA replication assay; AID 588591; 1.2% of 390,000 active; also: potency is read from the fitted curve at half-maximal effect; % is scaled to controls: 0 for no effect and ±100 for the full control effect
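Pol eta at 10 nM preincubated with compounds 15 min at room temperature; reaction started with fluorescent substrate (50 nM final) and read kinetically at 0 and 10 min.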
POLI inh = inhibitors of human DNA polymerase iota; 1% of 390,000 active; Q9UNA4; Pol iota fluorescent replication assay, 10 min; Potency, µM (doses to about 115 µM), for inactives: at the highest dose activity, negative = inhibition, actives largely listed as inhibitors; also: potency is read from the fitted curve at half-maximal effect
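Fluorescent replication assay read twice, at 0 min and 10 min after adding 50 nM (final) substrate. Enzyme (10 nM) and compounds were first incubated 15 min at room temperature; enzyme-free buffer wells were negative controls.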
* marks the source's active call; other numbers are inactive results; i = inactive; ? = inconclusive; · = not tested or not shown; & = joins results of further samples; [ ] = remark or other dose. Unless noted, calls follow the shape of the dose curve; as a rule, active = well fitted curve in the direction sought with a large enough effect; inconclusive = small, poorly fitted or top-dose-only effect, or another doubt; inactive = no such curve, though single readings can be large; an effect the other way counts as inactive or inconclusive. The list is partial (hit frequency here may not be typical).

SMILES	Anesthetic bind	APEX1 inh	PGK inhibitor	Pol beta inh	BLM helicase inh	POLK inh	RXFP1 antag	POLH inh	POLI inh
Clc1ccc2c(NCc3ccccn3)ncnc2c1	-3%	5%	-2%	1%	-10%	-10%	1	-7%	4%
CC(C)C(NC(=O)OCc1ccccc1)C(=O)OCC(=O)NCc1ccco1 (stereo not drawn)	-7%	5%	-14%	20µM*	-17%	?	-13	8.9µM*	?
CCCc1nnc(NC(=O)Cc2coc3c(C)c(C)ccc23)s1	-7%	·	-3%	-13%	1%	0%	-14	2%	0%
COc1ccc(-c2oc3ccc(-c4ccc(OC)nc4)cc3c2-c2ccc(OC)cc2)cc1	·	·	-9%	·	·	19%	·	-12%	5%
c1ccc(-c2nc(NCc3cccnc3)c3oc4ccccc4c3n2)cc1	3%	-9%	1%	30%	-4%	-16%	-6	-5%	?
CCOC(=O)C1CCCN(C(=O)c2ccc3nc(-c4ccccc4)c(-c4ccccc4)nc3c2)C1 (stereo not drawn)	?	12%	i	-2%	-7%	3%	-10	-15%	19%
Nc1ccc(CSc2ccc(Cl)cc2)cc1	?	-3%	7%	-2%	-7%	-14%	21	7%	13%
CCn1c(SCC(=O)N2c3ccccc3CC2C)nnc1-c1ccco1 (stereo not drawn)	·	·	-10%	·	·	-3%	-14	-10%	-2%
O=C(c1ccc(F)cc1)N1CCN(C(=O)c2ccc([N+](=O)[O-])cc2)CC1	-2%	4%	2%	-10%	-2%	-11%	-5	3%	24%
N=C1C(c2nc3ccccc3[nH]2)=C(O)CN1c1ccc(CC(=O)O)cc1	-13%	-5%	8%	-17%	-11%	-12%	0	79µM*	?
COc1cccc(C(c2sc3nc(-c4ccco4)nn3c2O)N2CCN(C)CC2)c1 (stereo not drawn)	-8%	·	-5%	-4%	2%	-1%[60.1 µM]	3	-13%	15%
COc1cc(-c2nnc(SCC3(c4ccccc4)OCCO3)o2)cc(OC)c1OC	7%	-3%	9%	8%	-5%	-5%	-9	-5%	0%
CN(C(=O)c1ccc(Cl)c([N+](=O)[O-])c1)C1(C)CCS(=O)(=O)C1 (stereo not drawn)	·	-7%	-5%	·	·	3%	22	-15%	-7%
NNC(=O)CSc1nnnn1-c1ccccc1	?	-1%	-9%	5%	-8%	-12%	0	-9%	7%
O=S1(=O)CCC(n2ncc3c2/C(=C/c2ccccc2)CC3)C1 (stereo not drawn)	-11%	-9%	-9%	-22%	-4%	-14%	-1	-8%	60%[activator]

Quoted from above, 2 compounds:
SMILES	Anesthetic bind	APEX1 inh	PGK inhibitor	Pol beta inh	BLM helicase inh	POLK inh	RXFP1 antag	POLH inh	POLI inh
NNC(=O)CSc1nnnn1-c1ccccc1	?	-1%	-9%	5%	-8%	-12%	0	-9%	7%
O=S1(=O)CCC(n2ncc3c2/C(=C/c2ccccc2)CC3)C1 (stereo not drawn)	-11%	-9%	-9%	-22%	-4%	-14%	-1	-8%	60%[activator]

The list continues:
SMILES	Anesthetic bind	APEX1 inh	PGK inhibitor	Pol beta inh	BLM helicase inh	POLK inh	RXFP1 antag	POLH inh	POLI inh
FC(F)(F)c1cccc(-c2nc(-c3ccncc3)no2)c1	-7%	27%	-6%	3%	-2%	3%	-9	-4%	144%[activator]
CC[n+]1c(/C=C/Nc2ccccc2)sc2ccccc21	-22%	-7%	-6%	0%	-1%	-23%	-7	-8%	?
COc1ccc(OC)c(C(O)c2nc3ccccc3n2C)c1 (stereo not drawn)	-4%	47%[activator]	6%	-16%	1%	2%	3	-19%	21%
CC(=O)N[C@@H](CC(C)C)C(=O)N[C@@H](CC(C)C)C(=O)N[C@H](C=O)CCCN=C(N)N	3%	1%	·	·	-11%	-13%[12 µM]	·	·	·
Nc1nc(-c2ccc([N+](=O)[O-])cc2)cc(=O)[nH]1	·	·	-8%	·	·	-5%	-18	-14%	44%[activator]
CCN(CC)C(=O)[C@H]1C[C@H](CC(=O)NC/C=C(\C)CCC=C(C)C)C(=O)N2CCc3c([nH]c4cc(-c5ccco5)ccc34)[C@]12C	·	-9%	-8%	·	·	-13%	·	-13%	-9%
COC(=O)C=C1CCC2C3CCC4=CC(=O)CCC4(C)C3C(=O)CC12C (stereo not drawn)	·	·	i	·	·	-7%	-17	-18%	31%[activator]
CC(CCc1ccccc1)NC(=O)CCCn1ncn2c(cc3occc32)c1=O (stereo not drawn)	-9%	0%	5%	42%	2%	1%	-5	-7%	-3%
CN(C)/C=C1\N=C(c2ccc(Cl)cc2Cl)OC1=O	-5%	-3%	1%	2%	-1%	-16%	-10	-8%	19%
O=C(CCC(=O)OCC(=O)c1ccc(Br)cc1)Nc1ccc(Br)c2cccnc12	-14%	6%	-1%	10%	0%	3%	-7	-2%	12%
COC(=O)C1=C(N)Oc2cc(C)n(Cc3ccco3)c(=O)c2C1c1cccc(Cl)c1 (stereo not drawn)	6%	6%	0%	3%	-8%	-17%	-1	-15%	-3%
O=C1CC(NS(=O)(=O)c2cccnc2)CN1c1ccc(F)cc1 (stereo not drawn)	·	48%[activator]	-1%	·	·	0%	-7	-10%	12%
CC(C)C[C@H](NC(=O)Nc1ccc(S(N)(=O)=O)cc1)C(=O)O	-18%	-1%	-7%[11.5 µM]	55%	-5%	-10%	1	0%	-23%
COc1ccc(S(=O)(=O)N2CCCC(C(=O)NCC3CCCO3)C2)cc1C (stereo not drawn)	-4%	34%	-10%	1%	0%	2%	2	-9%	8%
COc1cc(NC(=O)c2ccc(Cl)cc2)c(Cl)cc1NC(=O)c1cccnc1	-4%	23%	i	-3%	-13%	1%	-5	-12%	10%
Cc1ccc(CNC(=O)CCCn2c(=O)c3ccccc3n(CC(=O)NC3CCCC3)c2=O)cc1	2%	1%	1%	-22%	2%	-15%	-1	-2%	6%
CC(C)N(Cc1nc(-c2ccc(Cl)cc2)no1)C(=O)CCCN1C(=O)c2ccccc2C1=O	?	-4%	-11%	-15%	-3%	-9%	2	-8%	-5%
CSc1cccc(N2CC(C(=O)N(CC(C)C)c3c(N)n(Cc4ccccc4)c(=O)[nH]c3=O)CC2=O)c1 (stereo not drawn)	·	-21%	-4%	·	·	?	-17	25µM*	?
O=C(COc1ccccc1Cl)NCCCNC(=O)c1ccco1	8%	-4%	i	51%	2%	6%	-26	-5%	22%
CCOC(=O)CC(=O)CSc1nc2c(C)c(C)ccc2cc1C	-2%	2%	6%	2%	-7%	-9%	-8	-12%	-5%
Cc1csc2c(SCC(=O)NNC(=O)C(Cl)Cl)ncnc12	3%	-4%	2%	18%	-1%	?	-4	-14%	11%
Cc1oc(C(=O)O)cc1COc1ccc2c3c(c(=O)oc2c1C)CCCC3	-6%	-5%	·	7%	-3%	·	·	·	·
COC(=O)c1c(C(=O)OC)c(-c2ccc(F)cc2)n2c1CS(=O)(=O)C2	2%	1%	-2%	18%	0%	2%	4	-3%	-13%
CC(C)C(OC(=O)c1nsc(Cl)c1Cl)C(=O)NC1CCCCC1 (stereo not drawn)	-9%	35%	i	40%	0%	0%	1	-18%	51%[activator]
CCOC(=O)c1[nH]c2ccc(OC)cc2c1NC(=S)N1CCN(c2ccc(F)cc2)CC1	-11%	-4%	-7%	0%	3%	-13%	-3	-15%	13%
COc1ccc(Oc2c(OC)cc([N+](=O)[O-])c3ncccc23)cc1	·	·	5%	·	·	-9%	-9	-14%	64%[activator]
Cc1c(C=NCCOCc2ccccc2)cnn1C	-10%	-4%	2%	-1%	-2%	4%	-6	-1%	6%
CCc1cc2c(COC(=O)CCNS(=O)(=O)c3cccc(C(F)(F)F)c3)cc(=O)oc2cc1O	·	-16%	1%	·	·	-16%	10	-14%	-16%
O=c1[nH]nnc2c1cnn2-c1ccccc1	·	·	-3%	·	·	-16%	-3	-4%	7%
Cc1nc2ccccn2c1C(=O)NCc1cccnc1	-9%	0%	i	17%	0%	-11%	5	-16%	19%
COc1ccc(N2CCN(C(=O)c3cn(Cc4ccccc4)nc3-c3cccnc3)CC2)cc1	·	30%	-1%	·	·	-5%	-3	-10%	20%
CCc1ccccc1NC(=O)CN1C(=O)COc2ccc(S(=O)(=O)Nc3ccccc3)cc21	-1%	·	2%	10%	-4%	-4%	·	-1%	-17%
O=C1CSC(c2cn(-c3ccccc3)nc2-c2ccc3c(c2)OCCO3)N1CCN1CCOCC1 (stereo not drawn)	-8%	1%	-8%	1%	5%	-7%	7	2%	0%
O=C(c1ccccc1)c1ccc2cc(O)ccc2c1	?	-11%	-11%	1%	-10%	-4%	9	-8%	31%[activator]
COc1ccc(NC(=O)Nc2cnccn2)cc1	-8%	2%	-5%	?	-2%	-1%	-5	-20%	-2%
COc1ccc(C(=O)NNC2=CC(=O)CC(C)(C)C2)cc1OC	4%	4%	0%	-20%	-2%	0%	-2	-14%	2%
CN(C)S(=O)(=O)c1ccc(C(=O)NCC2(N3CCCCC3)CCCCC2)cc1	-13%	-5%	i	-1%	-1%	7%	-14	-10%	144%[activator]
CCCC/C(O)=C1\C(=O)CC(C)(C)CC1=Nc1ccc(N)cc1	-6%	-10%	-3%	17%	-2%	-12%	-8	-10%	115%[activator]
CN(Cc1nc(-c2ccccc2)no1)C1CCOCC1	-14%	-2%	1%	1%	-3%	-9%	4	19%	-14%
O=C(NCCCCCCNC(=O)ON=C1CCCCC1)ON=C1CCCCC1	2%&-5%&-5%	-4%&-5%&20%	·	·	5%&0%	13%[60.1 µM]	·	·	·
CC(C)c1ccc(NC(=O)Cn2c(=O)n(Cc3nc(-c4ccccc4)no3)c(=O)c3cc4c(cc32)OCO4)cc1	0%	·	i	-19%	-1%	-9%	-13	1%	-1%
CC(=O)Nc1ccc(NS(=O)(=O)c2cccc3ccccc23)cc1	-13%	-4%	9%	-3%	0%	-8%	2	-21%	18%

Retrieved one by one from the entries so far (2):
SMILES	Anesthetic bind	APEX1 inh	PGK inhibitor	Pol beta inh	BLM helicase inh	POLK inh	RXFP1 antag	POLH inh	POLI inh
CC(C)N(Cc1nc(-c2ccc(Cl)cc2)no1)C(=O)CCCN1C(=O)c2ccccc2C1=O	?	-4%	-11%	-15%	-3%	-9%	2	-8%	-5%
NNC(=O)CSc1nnnn1-c1ccccc1	?	-1%	-9%	5%	-8%	-12%	0	-9%	7%
